High-throughput results (PubChem BioAssay)
AmpC no deterg: inhibitors of E. coli AmpC beta-lactamase without detergent; P00811; AmpC nitrocefin hydrolysis, absorbance 480 nm, 0.0001% Triton; Potency, µM (series often up to 57.1 µM), inactives show top-dose activity change, negative = inhibition, hits mostly inhibitors; actives 0.52% (n = 330,000);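 note: potency is the fitted concentration of half-maximal effect; plate controls were no compound for no effect and no enzyme for full effect; nearly all actives have a fitted effect of over 20% in size; some results filed as inactive show a strong effect at the top dose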
Target sequence (P00811 whole entry, looked up): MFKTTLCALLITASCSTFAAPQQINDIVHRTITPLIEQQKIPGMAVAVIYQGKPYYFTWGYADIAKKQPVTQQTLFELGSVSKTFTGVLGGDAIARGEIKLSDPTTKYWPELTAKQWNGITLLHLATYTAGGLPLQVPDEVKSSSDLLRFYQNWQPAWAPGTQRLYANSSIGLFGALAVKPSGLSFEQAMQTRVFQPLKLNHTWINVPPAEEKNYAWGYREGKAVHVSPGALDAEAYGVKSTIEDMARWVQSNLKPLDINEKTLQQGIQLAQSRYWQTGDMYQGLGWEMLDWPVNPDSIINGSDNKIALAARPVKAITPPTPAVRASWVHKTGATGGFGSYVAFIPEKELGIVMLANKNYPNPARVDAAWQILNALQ
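20 mM phosphate pH 7.0 + 0.01% (detergent screen) or 0.0001% Triton X-100; 5.3 nM AmpC reagent; cpd preinc 15 min RT; nitrocefin (800 uM stock) to start; A480 q20 s × 4 min; Activity was normalised to no-enzyme and no-compound control wells.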
FBPA Giardia inh: inhibitors of Giardia lamblia fructose-1,6-bisphosphate aldolase; actives 0.71% (n = 290,000); purified Giardia FBPA; A8B2U2; Potency, µM (series often up to 59.6 µM), for inactives: at the top dose activity, negative = inhibition, most hits filed as inhibitors; note: potency is the fitted concentration of half-maximal effect; % is set by controls: 0 for no effect and ±100 for the full control effect; nearly all actives have a fitted effect of over 55% in size
Target sequence (A8B2U2 whole entry, looked up): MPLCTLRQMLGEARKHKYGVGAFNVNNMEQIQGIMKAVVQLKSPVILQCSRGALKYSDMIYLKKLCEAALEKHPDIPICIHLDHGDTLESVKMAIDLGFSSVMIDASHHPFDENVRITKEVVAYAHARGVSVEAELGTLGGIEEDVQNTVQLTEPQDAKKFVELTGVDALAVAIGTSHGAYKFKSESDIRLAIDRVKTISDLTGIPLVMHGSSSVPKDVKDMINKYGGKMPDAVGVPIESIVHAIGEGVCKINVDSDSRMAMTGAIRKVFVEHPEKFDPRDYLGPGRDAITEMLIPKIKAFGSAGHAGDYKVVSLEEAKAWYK
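Giardia FBPA (40 nM reagent) was preincubated 10 min at RT with compound (up to 57.5 uM final), then substrate plus GAPDH/TPI/NAD/arsenate coupling system with diaphorase/resazurin was added; resorufin fluorescence (525/598 nm) was read after 20 min.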
AMA1-RON2 inh: AMA1-RON2 (P. falciparum) interaction inhibition; AlphaScreen AMA1-biotinylated RON2 peptide binding; Potency, µM (series often up to 58.2 µM), for inactives: at the top dose activity change, negative = inhibition, actives largely listed as inhibitors; actives 0.2% (n = 360,000); AID 720542;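 note: potency is the fitted concentration of half-maximal effect; 0% = vehicle wells and -100% = peptide control; nearly all actives have a fitted effect of over 45% in size; some results filed as inactive show a strong effect at the top dose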
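AMA1 (3D7) with his tag at 25 nM final met compounds first, then biotinylated RON2 peptide at 25 nM; detection used donor plus acceptor beads, 10 µg/mL apiece, read by AlphaScreen after 30 min at room temperature.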
HCMV antiviral: human cytomegalovirus inhibition; HFF cells, HCMV-luciferase reporter, 72 h; stronger effect = lower value; activity change, negative = inhibition, % at 57.5 µM; actives 4.5% (n = 410,000); in the data active = activity change below about -60%; inconclusive = no clear call, values can overlap the other calls; inactive = above about -39%; note: % is set by controls: 0 for no effect and ±100 for the full control effect
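Steps: HFFs plated, 16 h 37C; compounds added; HCMV-luciferase added to MOI 1 PFU/cell; 72 h 37C; OneGlo reagent, 5 min room temperature; luminescence read, normalized to controls.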
Shiga inhibitor: Shiga toxin inhibition; Vero cells, Shiga toxin protein synthesis inhibition reporter; inhibition, % at 38.7 µM; actives 9.2% (n = 290,000); AID 2315; in the data active = inhibition mostly above about 28%, no sharp cut-off; inactive = mostly below about 43%; note: 0% is about no effect
CHX counter: affects cycloheximide protein synthesis inhibition readout, counter-screen. cell reporter, cycloheximide protein synthesis inhibition counterscreen. max response, %. actives 12% (n = 300,000). AID 2314; in the data active = max response mostly above about 13%, no sharp cut-off; inactive = mostly below about 14%; note: read at 38.3 µM for the half of the compounds with a filed dose; 0% is about no effect
AmpC inh detg: inhibitors of E. coli AmpC beta-lactamase with detergent; P00811; AmpC hydrolysis of nitrocefin, absorbance 480 nm, 0.01% Triton; Potency, µM (titrated, usually from 114 µM), without a hit: at the highest dose activity change, negative = inhibition, hits mostly inhibitors; actives 0.041% (n = 370,000); AID 485294;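 note: potency is the fitted concentration of half-maximal effect; 0% = no-compound wells and -100% = no-enzyme wells; nearly all actives have a fitted effect of over 25% in size; some results filed as inactive show a strong effect at the top dose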
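20 mM phosphate pH 7.0 + 0.01% (detergent screen) or 0.0001% Triton X-100; 5.3 nM AmpC reagent; cpd preinc 15 min RT; nitrocefin (800 uM stock) to start; A480 q20 s × 4 min; Activity was normalised to no-enzyme and no-compound control wells.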
* hit, by the source's call; i = inactive; u = inconclusive; x = not tested or not shown; & = joins results of further samples; ! = a repeat was not active; [ ] = another dose, or the depositor's remark. Unless noted, calls come from the whole dose curve; as a rule, active = well fitted curve in the direction sought with a large enough effect; inconclusive = small, poorly fitted or top-dose-only effect, or another doubt; inactive = no such curve, though single readings can be large; an effect the other way counts as inactive or inconclusive.

(1) COc1cc(/C=N/NC(=O)c2cccc(C(=O)N/N=C/c3ccc(O)c(OC)c3)n2)ccc1O
(2) COc1cc(-c2nnc(COc3ccc4ccccc4c3)o2)cc(OC)c1OC
(3) CCCCOC(=O)/C=C/c1c(C)[nH]c(=O)[nH]c1=O
(4) Cc1cc2c(c(C)c1Cl)C(c1ccc3c(c1)OCO3)CC(=O)O2 (stereo unspecified)
(5) C=CCn1cnc2scc(-c3ccc(OC)cc3)c2c1=O
(6) O=C(Nn1cnnc1)c1cc(Cl)cc(Cl)c1

assay / compound,1,2,3,4,5,6
AmpC no deterg,-15%,89%[activator],-27%,-25%,2%,-5%
FBPA Giardia inh,1%,0%,0%,-20%[89.2 µM],4%,3%
AMA1-RON2 inh,31%[activator],16%,-2%[2.32 µM],-1%,7%,-9%
HCMV antiviral,35,-107*,u,15,-5,39
Shiga inhibitor,19,-13,-12,i,6,-5
CHX counter,10,-3,-4,10,0,-3
AmpC inh detg,-3%,4%,u,x,2%,0%

(7) C=CCNC(=S)N/N=C(\C)c1cccnc1
(8) c1ccc2c(c1)nnn2-c1ncnc2sccc12
(9) CS(=O)(=O)N(CC(=O)N1CCCC1)Cc1ccccc1
(10) Cc1cc(/C=C(\C#N)C(=O)OCC(=O)Nc2ccc(OC(F)F)cc2)c(C)n1CC(C)C
(11) CCCNC(=O)c1ccc(N2CCC3(CC2)CC(c2ccc(Cl)cc2)=NO3)c([N+](=O)[O-])c1
(12) COc1cc(CN(CCc2c(C)[nH]c3ccc(C)cc23)C(=S)NC(C)(C)C)cc(OC)c1OC

assay / compound,7,8,9,10,11,12
AmpC no deterg,-3%[2.29 µM],-34%,134%[activator],-33%,-17%,8%
FBPA Giardia inh,16µM*,5%,5%,-4%,0%,5%
AMA1-RON2 inh,68%[activator],4%,2%,-12%,14%,-10%
HCMV antiviral,31,-22,-8,3,-73*,23
Shiga inhibitor,16,62*,-8,32,0,-21
CHX counter,-1,34*,-1,26*,-1,-4
AmpC inh detg,-3%,14%,0%,-8%,4%,-1%

(13) O=C(O)c1ccc(S(=O)(=O)N2CCC3(CC2)CC(=O)c2ccccc2O3)cc1
(14) COc1cc(/C=N\NC(=O)C2CC3C=CC2C3)ccc1O (stereo unspecified)
(15) COC/C=C/C1=CC2=CC(=O)C(C)(OC(=O)c3cnc4ccccc4n3)C(=O)C2=CN1Cc1ccco1 (stereo unspecified)
(16) Cc1cc(S(=O)(=O)N(Cc2ccccc2)Cc2ccc(N(C)C)cc2)ccc1-n1cnnn1
(17) COc1ccc(N=Cc2c(O)[nH]c3ccccc23)cc1OC
(18) COC(=O)CN(c1nc(C)cc(OC)n1)S(=O)(=O)c1ccccc1

assay / compound,13,14,15,16,17,18
AmpC no deterg,-22%,-18%,x,-36%,-3%,-7%
FBPA Giardia inh,x,4%,u,-1%,-11%,-2%
AMA1-RON2 inh,-9%,0%,-10%,u,-6%,-3%
HCMV antiviral,-22,17,4,-25,36,32
Shiga inhibitor,x,36,x,12,29,-10
CHX counter,x,13,x,1,44*,-3
AmpC inh detg,-4%,-5%,x,4%,0%,-10%

(19) COc1ccc(C(=O)N2CCc3c([nH]c4ccccc34)C2C(F)(F)F)cc1 (stereo unspecified)
(20) COC(=O)c1sc2nc(C)cc(-c3ccccc3)c2c1N
(21) CCOP(=O)(c1c(F)c(F)c(F)c(F)c1F)C1(O)CCCCC1 (stereo unspecified)
(22) CSc1ccc(CN2CCN(C3CCCC3)C(CCO)C2)cc1 (stereo unspecified)
(23) COCCN(C(=S)Nc1c(C)cccc1C)C(C)c1ccco1 (stereo unspecified)
(24) Cc1ccc(-c2nnc(-n3nc(C)cc3C)c3ccccc23)cc1

assay / compound,19,20,21,22,23,24
AmpC no deterg,-23%,-6%,-14%,-6%,-2%,0%
FBPA Giardia inh,-2%,0%,6%,6%,-8%,-1%
AMA1-RON2 inh,-13%,80%[activator],11%,10%,-7%,3%
HCMV antiviral,-60*,-24,25,1,-13,u
Shiga inhibitor,-5,-7,-16,-5,-7,7
CHX counter,-2,-1,-2,1,6,3
AmpC inh detg,-10%,-11%,u,-4%,3%,u

(25) Cc1noc(/C=C/N(C)C)c1S(=O)(=O)N1CCCC(C(=O)NC2CCCCC2)C1 (stereo unspecified)
(26) CCOC(=O)CCSc1nc(-c2ccc3c(c2)OCO3)cc(C(F)(F)F)c1C#N
(27) Cc1cc(C)cc(N(CC(=O)N2CCC(C)CC2)S(C)(=O)=O)c1
(28) c1ccc(-c2csc(N3CCc4ccccc4C3)n2)cc1
(29) Cc1c(C(=O)n2cnc3ccccc32)cccc1[N+](=O)[O-]
(30) CCOCCCN(Cc1ccco1)C(=O)c1cc2c(=O)[nH]c3ccc(C)cc3c2s1

assay / compound,25,26,27,28,29,30
AmpC no deterg,40%,-6%,4%,-23%,-16%,102%[activator]
FBPA Giardia inh,-3%,-13%,6%,-2%,-7%,1%
AMA1-RON2 inh,0%,-10%,-15%,86%[activator],0%,-2%
HCMV antiviral,4,36,8,44,22,-63*!
Shiga inhibitor,-6,60,-7,57,-6,-4
CHX counter,-2,-6,-2,36*,-2,-3
AmpC inh detg,-7%,-7%,-7%,u,3%,-7%&-15%

(31) CC1CCN(c2ccc(NC(=O)Cc3ccccc3)cc2)CC1
(32) COc1ccc2oc(C(=O)N(C)CCOc3ccc(Cl)cc3)c(C)c2c1
(33) S=C(Nc1ccccc1)Nn1cnnc1
(34) Cc1noc(C)c1COc1ccc(C(=O)N2CCN(c3cccc(Cl)c3)CC2)cc1
(35) Cc1ccc(S(=O)(=O)CCc2nc3ccccc3[nH]2)cc1
(36) CC(Oc1ccc(Cl)cc1Cl)C(=O)Nc1ccc(OCC(=O)O)cc1 (stereo unspecified)

assay / compound,31,32,33,34,35,36
AmpC no deterg,-15%,68%[activator],-18%,106%[activator],-20%,-15%
FBPA Giardia inh,0%,2%,13µM*,x,0%,23%
AMA1-RON2 inh,-7%,0%,-1%,-5%,8%,-12%
HCMV antiviral,-3,-15,18,0,-69*,46
Shiga inhibitor,16,9,-22,x,-20,-6
CHX counter,14,0,1,x,9,-1
AmpC inh detg,3%,3%,-4%,u,-5%,5%

A different layout for part of the listing above.
17) COc1ccc(N=Cc2c(O)[nH]c3ccccc23)cc1OC
  AmpC no deterg = -3%; FBPA Giardia inh = -11%; AMA1-RON2 inh = -6%; HCMV antiviral = 36; Shiga inhibitor = 29; CHX counter = 44*; AmpC inh detg = 0%
18) COC(=O)CN(c1nc(C)cc(OC)n1)S(=O)(=O)c1ccccc1
  AmpC no deterg = -7%; FBPA Giardia inh = -2%; AMA1-RON2 inh = -3%; HCMV antiviral = 32; Shiga inhibitor = -10; CHX counter = -3; AmpC inh detg = -10%
19) COc1ccc(C(=O)N2CCc3c([nH]c4ccccc34)C2C(F)(F)F)cc1 (stereo unspecified)
  AmpC no deterg = -23%; FBPA Giardia inh = -2%; AMA1-RON2 inh = -13%; HCMV antiviral = -60*; Shiga inhibitor = -5; CHX counter = -2; AmpC inh detg = -10%

Next compounds
(37) CCOC(=O)Nc1ccccc1C(=O)N1CCOCC1
(38) CC(=O)c1cccc(NC(=O)CSc2ccc(-c3ccco3)nn2)c1
(39) O=C(OCC(=O)N1CCCC1)c1ccc(S(=O)(=O)Nc2ccccc2)cc1
(40) O=C1CCC(C(=O)N2CCCC2)CN1CCc1cccc(F)c1 (stereo unspecified)
(41) O=C(Oc1ccccc1C(=S)N1CCCCC1)c1cc([N+](=O)[O-])cc([N+](=O)[O-])c1
(42) COC(=O)c1ccccc1NC(=S)NC(=O)C1CCCCC1

assay / compound,37,38,39,40,41,42
AmpC no deterg,-14%,-27%,5%,-12%,-34%,-27%
FBPA Giardia inh,6%,x,7%,-10%,-23%,4%
AMA1-RON2 inh,-20%,-13%,4%,-4%,-27%,4%
HCMV antiviral,48,-29,-28,-33,-4,46
Shiga inhibitor,9,15,-10,-8,13,11
CHX counter,-5,3,-2,14,3,-2
AmpC inh detg,0%,3%,0%,-15%,-13%,-9%

(43) COc1ccc(-n2c3c(cc(C(=O)N4CCCCC4)c2=O)C(=O)CC(C)(C)C3)cc1
(44) CCOC(=O)/C=C/C(=O)OCC(=O)NCc1ccccc1
(45) Cc1ccc(C(=O)Nc2c3c(nn2C(C)(C)C)CS(=O)(=O)C3)cc1[N+](=O)[O-]
(46) COc1cc(N)ccc1-c1cc2ccccc2oc1=O
(47) NS(=O)(=O)c1ccc(NC(=O)CSc2nc3ccccc3[nH]2)cc1
(48) CC(C)NC(=O)N1CCOCCOCCN(C(=O)NC(C)C)CCOCCOCC1

assay / compound,43,44,45,46,47,48
AmpC no deterg,-1%,-12%,-15%,-20%,-31%,-14%
FBPA Giardia inh,2%,-2%,23%,1%,1%,0%
AMA1-RON2 inh,-7%,4%,14%,-2%,0%,11%
HCMV antiviral,-5,-22,26,44,u,23
Shiga inhibitor,-10,9,-1,27,-7,-13
CHX counter,4,16*,-7,10,2,2
AmpC inh detg,u,u,-8%,-4%,u,-1%

(49) O=C(NCCc1ccco1)C(=O)NCC1OCCCN1S(=O)(=O)c1ccc(Cl)cc1 (stereo unspecified)
(50) Cc1ccc(Cl)c(OC(=O)Cn2cnc3c2c(=O)n(C)c(=O)n3C)c1
(51) Cc1ccc(-n2nc(C(=O)NN)c(C)c(C#N)c2=O)cc1Cl
(52) CCN(CC(=O)Nc1ccc(NC(C)=O)cc1)C(=O)c1ccc(N2CCCC2)c([N+](=O)[O-])c1
(53) O=C(Nc1ccc(F)cc1F)N1CCN(C(=O)c2ccco2)CC1
(54) CCOc1cccc(/C=N/NC(=S)Nc2ccccc2[N+](=O)[O-])c1O
(55) Cc1nn(CC(O)CN2c3ccccc3Sc3ccccc32)c(C)c1Br (stereo unspecified)
(56) COc1ccc(N(CC(=O)NC(C)(C)C)C(=O)c2ccco2)cc1
(57) CCCCOc1c(Cl)cc(C(=O)N(C)CC(=O)Nc2ccc(N3CCOCC3)cc2)cc1OCC

assay / compound,49,50,51,52,53,54,55,56,57
AmpC no deterg,16%,-19%,-17%,-2%,-6%,-25%,4%,-14%,10%
FBPA Giardia inh,x,-5%,-13%,x,6%,8%,-10%,3%,x
AMA1-RON2 inh,-10%,16%,75%[activator],-22%,13%,27%,u,11%,-4%
HCMV antiviral,-13,u,14,-6,-4,-70*,-13,40,-27
Shiga inhibitor,12,3,-9,x,27,154*,15,-11,-27
CHX counter,-4,8,-9,x,-1,38*,6,1,-2
AmpC inh detg,-12%,1%,-4%,-4%,2%,0%,u,-14%,-2%
